# Yfh1-depleted yeast = enhancers of respiration in Yfh1-depleted yeast, dose response, Friedreich's ataxia, plus single-dose screen (AID 1465). one-dose fold induction at 50 µM; EC50 in µM for titrated hits. S. cerevisiae Yfh1-off respiration, WST-1 reduction, 72 h; higher fold induction means a stronger effect. 220,000 tested, 0.074% active;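 active = fold induction of absorbance versus untreated yeast above a set limit, then at least 30% activation at any dose in follow-up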;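 note: activators that raise dye reduction in frataxin-depleted yeast; strong numbers were not always called active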
# TNAP activation fold = human TNAP enzyme activators, primary screen, biochemical, luminescent, no phosphate acceptor, uHTS (AID 1001); Alkaline phosphatase, tissue-nonspecific isozyme (Homo sapiens); purified TNAP, luminescent activation assay, no phosphate acceptor; higher activation fold means a stronger effect; activation fold at 20 µM; hits with a dose series show EC50 in µM; 200,000 tested, 0.03% active; in the data active = activation fold from about 3, or a potency from the dose series; inactive = the rest, 99 in 100 with activation fold below about 1.6; note: many of its hits are not listed in these tables
# KOR beta-arrestin-1 = KOR agonists, beta-arrestin recruitment, primary screen, cell-based, luminescence, uHTS (AID 1777); KOR beta-arrestin recruitment, luminescence; higher % means a stronger effect; 280,000 tested, 0.02% active; one-dose activation, % at 10 µM; EC50 in µM for titrated hits; in the data active = activation above about 50%, passing the limit was not always enough; note: a part of the inactive calls stands beside numbers as strong as those of hits
# NOD1 inhibition = NOD1 signaling inhibitors, primary screen, cell-based, luminescence, uHTS (AID 1578) | NOD1-driven NF-kB luciferase reporter cells, luminescence; higher % means a stronger effect | 290,000 tested, 1% active | inhibition, % at 4 µM, or EC50 in µM where a hit was titrated; in the data active = inhibition mostly above about 36%, no sharp cut-off; inactive = mostly below about 34%;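 note: HEK-293T reporter cells stimulated with the NOD1 agonist gamma-tri-DAP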
# GPR55 beta-arrestin = GPR55 agonists via beta-arrestin recruitment, primary screen, imaging, U2OS cells, beta-arrestin-GFP redistribution (AID 1961) | G-protein coupled receptor 55 (Homo sapiens) | activation, % at 10 µM, or EC50 in µM where a hit was titrated | 290,000 tested, 0.048% active | U2OS GPR55 beta-arrestin-GFP redistribution imaging; higher % means a stronger effect;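 active = activation above 40% with more than 50 cells counted in the well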;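 note: U2OS osteosarcoma cells stably expressing GPR55 and beta-arrestin-GFP; plate controls were DMSO negative control for no effect and LPI positive control for full effect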
# NTR1 agonist = agonists of NTR1, primary screen, imaging, U2OS cells, beta-arrestin-GFP, high content (AID 493036); NTR1-U2OS beta-arrestin-GFP spot imaging, agonist mode; 330,000 tested, 0.17% active; Neurotensin receptor type 1 (Homo sapiens), P30989; activation, % at 20 µM;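 active = activation at or above 40% of the spot to cytoplasm intensity ratio, with at least 20 cells analyzed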;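 note: 0% = DMSO without peptide and 100% = 100 nM NTR1 peptide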
# Target sequence (P30989 whole entry, looked up): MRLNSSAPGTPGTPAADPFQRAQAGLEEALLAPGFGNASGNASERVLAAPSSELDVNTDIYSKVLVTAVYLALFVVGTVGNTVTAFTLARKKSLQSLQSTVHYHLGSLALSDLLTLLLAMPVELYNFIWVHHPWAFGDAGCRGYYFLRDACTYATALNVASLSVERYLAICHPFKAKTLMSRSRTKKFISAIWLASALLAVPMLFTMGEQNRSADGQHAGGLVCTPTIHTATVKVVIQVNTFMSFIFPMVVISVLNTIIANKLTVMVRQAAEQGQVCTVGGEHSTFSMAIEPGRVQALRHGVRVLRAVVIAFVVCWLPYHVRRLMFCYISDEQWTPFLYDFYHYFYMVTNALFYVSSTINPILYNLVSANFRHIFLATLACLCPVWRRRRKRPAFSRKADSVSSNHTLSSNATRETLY
# KOR beta-arrestin-2 = KOR antagonists, beta-arrestin recruitment, cell-based, luminescence, uHTS (AID 1778). Kappa-type opioid receptor (Homo sapiens). inhibition, % at 10 µM; hits with a dose series show IC50 in µM. KOR beta-arrestin recruitment, luminescence, antagonist mode; higher % means a stronger effect. 290,000 tested, 0.091% active; note: strong numbers were not always called active
# NOD2 inhibition = NOD2 signaling inhibitors, cell-based, luminescence, uHTS, HEK293 (AID 1566); HEK293 NOD2/NF-kB luciferase reporter, luminescence; higher % means a stronger effect; one-dose inhibition, % at 4 µM; EC50 in µM for titrated hits; 290,000 tested, 0.63% active; note: many of its hits are not listed in these tables
# CSM14.1 death rescue = rescue of cells from ER stress-induced death, primary screen, 384-well, CSM14.1, thapsigargin, ATP luminescence (AID 1222). CSM14.1 thapsigargin-induced death rescue, ATP luminescence; higher % means a stronger effect. one-dose cellular ATP content (survival), % at 20 µM; EC50 in µM for titrated hits. 190,000 tested, under 10 active;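 active = EC50 below 50 µM in the dose-response confirmation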;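 note: death triggered by thapsigargin at about 15 µM added after 2 h compound pretreatment; cell ATP read after overnight thapsigargin exposure of roughly 18 to 22 hours; normalized against plate controls of thapsigargin alone and 5% DMSO vehicle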
# NTR1 agonist cell count 20 µM = also measured in NTR1 agonist; calls as there; cell count; measured here: cell count, cytotoxicity flag
# An asterisk follows results filed as active; i = inactive; / = not tested or not shown; [ ] = remark or other dose. Cut-off read from the data, not from the text of the source, unless noted: active = inhibition above about 50%; inactive = the rest.
SMILES,Yfh1-depleted yeast,TNAP activation fold,KOR beta-arrestin-1,NOD1 inhibition,GPR55 beta-arrestin,NTR1 agonist,NTR1 agonist cell count 20 µM,KOR beta-arrestin-2,NOD2 inhibition,CSM14.1 death rescue
Cc1nn(C(=O)c2ccco2)c(C)c1Br,i,1,-0.1%,-18%,-0.2%,2.1,45,4%,8%,0.4%
CCN(c1ccccc1)S(=O)(=O)c1ccc(NC(=S)NC(=O)c2ccc(Br)o2)cc1,i,0.9,3.4%,-19%,-0.1%,1.7,44,-22%,14%,-1.5%
Cc1ccc2nccc(C(=O)N3CCCC(N4CCN(c5ccc(F)cc5)CC4)C3)c2c1 (stereo not drawn),/,/,4.3%,-9%,1.1%,0.7,63,-18%,-13%,/
CCOC(=O)c1ccc(NC(=O)CSc2nnc(COc3ccccc3)n2C)cc1,i,1.1,1.2%,/,0.0%,1.8,49,-6%,23%,0.5%
COc1ccccc1NC(=S)NCc1ccccn1,i,1.2,4.4%,-13%,-0.4%,1.4,75,-2%,15%,2.2%
CCOc1ccccc1CN1CCC(Oc2ccc(C(=O)NCc3ccccn3)cc2)CC1,/,/,-3.5%,-16%,-0.2%,0.7,45,6%,2%,/
CC(=O)c1c(C)[nH]c(C(=O)NCCC2=CCCCC2)c1C,i,1.1,6.4%,-60%,-0.1%,0.1,57,-2%,-50%,-1.3%
NCC12CC3CC(C1)CC(c1ccc(Cl)cc1)(C3)C2,i,1.3,-5.4%,-12%,1.0%,21,34,16%,1%,-9.8%
COc1cccc(-n2c(SCC(=O)c3c[nH]c4ccccc34)nc3ccccc3c2=O)c1,i,1.2,-2.1%,-3%,-0.3%,0.2,67,22%,28%,-1.6%
C=CCC(C=C)S(=O)(=O)c1ccc(C)cc1 (stereo not drawn),i,1,3.9%,-19%,0.0%,-0.2,80,-15%,-4%,-0.5%
CCCCC(=O)Nc1ccc2oc(-c3cccnc3)nc2c1,i,1.1,3.7%,-33%,-0.2%,0.8,81,-38%,-2%,-2.2%
COc1ccccc1N1C(=O)c2cccc3cccc(c23)C1=O,/,/,-2.1%,4%,-0.2%,-0.2,51,40%,2%,/
NC(=O)c1ccc(S(=O)(=O)N2CCSCC2)cc1,/,/,1.6%,-6%,-0.1%,1.2,61,-36%,4%,/
CCOc1ccc(NC(=O)c2sc3nc(C)nc(N4CCOCC4)c3c2C)cc1,/,/,4.8%,-22%,0.0%,0.8,38,-89%,8%,/
O=C(COC(=O)COc1cccc(Br)c1)Nc1c(Cl)cccc1Cl,i,1.1,-0.6%,-21%,-0.2%,1.0,88,21%,16%,4.0%
Cn1nnc(NC(=O)c2cccc([N+](=O)[O-])c2)n1,i,/,-3.3%,-2%,-0.1%,-0.4,57,-10%,0%,/
CN(c1ccccc1)S(=O)(=O)c1ccc(Cl)c(C(=O)Nc2ccc(N3CCOCC3)cc2)c1,i,1.1,-4.1%,-13%,-0.1%,0.4,53,-31%,19%,0.2%
CCCn1c(=O)c2sccc2n2c(CCCC(=O)NCc3cccnc3)nnc12,/,/,23%,35%,1.8%,-1.0,58,-18%,15%,/
COc1ccc(C2(C)NC(=O)N(CC(=O)NCCC3=CCCCC3)C2=O)cc1OC (stereo not drawn),i,1,-4.2%,-12%,-0.1%,-0.4,32,2%,0%,3.0%
CC(=O)Nc1cccc(NC(=O)c2cccc(-c3ccc(O)cc3)c2)c1,/,/,6.9%,26%,0.7%,4.2,43,-74%,5%,/
COc1cccc(N2C(=O)Nc3ccc(Br)cc3C2(O)C(=O)NCCN(C)C)c1 (stereo not drawn),/,/,-5.2%,-2%,-0.1%,-0.3,50,-1%,12%,/
CCCCN=C1NN=C(c2cccc([N+](=O)[O-])c2)CS1,i,1,-0.8%,-42%,-0.4%,0.7,53,-12%,-19%,0.6%
CCCCOc1ccc(C(=O)NCCC(=O)NCCCC(=O)OCC)cc1,i,/,/,-6%,-0.1%,0.7,48,22%,15%,/
COc1ccc(-c2noc(N3CCCC(C(=O)Nc4ccc(F)cc4F)C3)n2)cc1 (stereo not drawn),/,/,-4.2%,12%,1.0%,2.1,54,6%[20 µM],0%,/
CN(C(=O)c1cccnc1)c1nnc(-c2cccnc2)s1,i,1.1,-4.0%,-10%,-0.2%,1.0,61,29%,1%,-1.5%
COc1ccc2cc(C(=O)Nc3c(C)n(C)n(-c4ccccc4)c3=O)sc(=O)c2c1OC,/,1.1,-1.6%,-9%,-0.1%,0.2,44,15%,-14%,0.3%
COc1ccc(S(=O)(=O)Cc2ccc(C(=O)NC3CCCCC3)o2)cc1,/,/,-1.0%,-55%,-0.2%,0.8,63,-6%,-1%,/
Cc1nc(NCc2ccco2)c2c(C)c(C)sc2n1,i,1.1,-0.3%,98%*,0.0%,2.3,67,-30%,47%,0.3%
Cc1ccccc1CNS(=O)(=O)c1ccccc1[N+](=O)[O-],i,1.1,-7.4%,0%,1.0%,2.1,50,14%,1%,0.9%
CC1CCCCC1NC(=O)CN1CCN(Cc2ccccc2Cl)C1=O (stereo not drawn),i,1,0.2%,-24%,-0.1%,1.6,53,38%,10%,-1.5%
COc1ccc(-n2nc(C(=O)NCC(=O)N3CCN(c4ccccc4OC)CC3)c3ccccc3c2=O)c(OC)c1,/,/,-3.9%,-51%,-0.2%,0.0,33,-31%,-12%,/
COc1cccc(C(=O)C2CCCN(Cc3cccc(-n4cccn4)c3)C2)c1 (stereo not drawn),i,/,8.5%,-6%,0.4%,2.6,55,-3%,1%,/
CCCCCCSC1=C(C#N)C(c2ccccc2)CC(=O)N1 (stereo not drawn),i,1.1,-2.7%,14%,-0.1%,7.7,47,-31%,3%,2.5%
O=C(CCn1nc(-c2ccc(Cl)cc2)c2ccccc2c1=O)Nc1cccnc1,i,1,1.0%,-24%,0.4%,2.4,39,5%,9%,1.9%
COc1ccc(-c2nc(SCC(=O)N3CCOCC3)n[nH]2)cc1,i,0.7,2.4%,-13%,0.2%,4.7,43,-13%,14%,-1.7%
N#CCCN1CCN(S(=O)(=O)c2ccc(S(=O)(=O)N3CCOCC3)cc2)CC1,i,1.1,-2.1%,2%,-0.3%,2.8,60,-57%,4%,-2.4%
Cc1ccc(-c2csc3ncnc(N4CCN(c5ccccc5O)CC4)c23)cc1,/,/,4.8%,-10%,-0.2%,16,67,-42%,10%,/
CC(C)CCNC(=O)c1onc(CSc2ccc(Cl)cc2)c1C(=O)NCCC(C)C,i,/,0.2%,9%,-0.2%,2.7,81,35%,16%,/
COc1ccc(OCC(=O)N2CCN(c3nnc(-c4ccccc4)c4ccccc34)CC2)cc1,i,1,0.9%,13%,-0.2%,4.1,86,7%,-11%,-0.9%
O=C(Nc1cccc(O)c1)c1cc(-c2ccccc2Cl)on1,/,/,0.7%,46%,-0.1%,-0.8,95,-14%,-15%,/
Cc1ccc(NC(=S)NNC(=O)c2ccc(N3CCOCC3)c([N+](=O)[O-])c2)cc1Cl,i,2,-5.7%,-24%,0.6%,0.9,51,33%,11%,0.5%
O=c1nc(-c2ccccc2)c2cc(SC(F)F)ccc2[nH]1,/,/,-1.4%,-10%,-0.1%,-0.4,43,-29%[20 µM],24%,/
O=C(NNS(=O)(=O)c1ccccc1[N+](=O)[O-])c1cccc([N+](=O)[O-])c1,i,1,-4.8%,-39%,0.5%,-0.2,63,-5%,7%,-2.0%
CCOC(=O)C1=C(C)N=c2s/c(=C\c3ccc(OCC(=O)O)cc3)c(=O)n2C1c1ccccc1OC (stereo not drawn),/,/,2.0%,-10%,-0.3%,-1.5,33,2%,16%,/
CC(C)(C)c1nc2c(Br)cc(Br)cc2c(=O)o1,i,1.1,-1.3%,-37%,-0.3%,0.4,86,3%,0%,-1.9%
COC(=O)c1ccc2c(=O)n3c(nc2c1)SCC(c1ccccc1)=N3,i,1.1,-0.6%,-30%,-0.2%,4.9,57,16%,6%,-0.2%
COc1ccc(NC(=O)c2nc[nH]c2C(=O)N[C@@H](CC(C)C)C(=O)OC(C)(C)C)cc1,i,/,4.0%,-10%,0.7%,36,64,-12%,-3%,/
COc1ccc(CC2(C)OC(c3ccncc3)=NN2C(C)=O)cc1 (stereo not drawn),i,1.1,-0.6%,-37%,-0.3%,0.7,55,-11%,-12%,0.5%
CC(=O)c1ccc(N2CCN(C(=O)CCS(=O)(=O)c3ccc(C)cc3)CC2)cc1,i,1.1,0.6%,-16%,-0.1%,1.9,57,24%,11%,0.3%
CC1CCN(C(=O)CN(c2ccc(Oc3ccccc3)cc2)S(C)(=O)=O)CC1,i,1.1,5.3%,25%,-0.1%,-0.2,71,-23%,26%,3.1%
CCO[C@@H]1OC(C(=O)N2CCN(Cc3ccc4c(c3)OCO4)CC2)=C[C@H](c2ccc(C(F)(F)F)cc2)[C@H]1CCCO,i,1.1,-3.8%,-14%,0.1%,3.1,90,5%,24%,-0.2%
Cc1cc([N+](=O)[O-])nn1CC(=O)N/N=C/c1ccc(O)cc1O,i,/,1.6%,-7%,-0.2%,1.0,62,-3%,24%,/
O=C(Nc1ccc2c(c1)OCCO2)c1ccco1,i,1.1,4.6%,-23%,-0.4%,0.9,61,-1%,-73%,-4.0%
O=C(Nc1ccccc1C(F)(F)F)c1ccsc1,/,/,-6.7%,-3%,-0.1%,-0.6,104,-4%,5%,/
CCOC(CNC(=O)C1CCN(S(=O)(=O)c2ccc3nc4c(c(C(=O)O)c3c2)CC(C)CC4)CC1)OCC (stereo not drawn),/,/,0.4%,-5%,-0.1%,-1.8,75,15%,-14%,/
Nc1cc(=O)[nH]c(SCc2cccc(Cl)c2)n1,i,1.1,-6.9%,-36%,-0.2%,-0.6,47,-1%,11%,0.0%
COc1ccc(C2NCCc3c2[nH]c2ccccc32)cc1CN1CCc2cc(OC)c(OC)cc2C1C (stereo not drawn),i,/,3.7%,11%,-0.1%,/,/,-13%,20%,/

# 3 compounds from above, sorted by their value in KOR beta-arrestin-1, ascending.
canonical_smiles	KOR beta-arrestin-1
Nc1cc(=O)[nH]c(SCc2cccc(Cl)c2)n1	-6.9%
O=C(Nc1ccc2c(c1)OCCO2)c1ccco1	4.6%
CC1CCN(C(=O)CN(c2ccc(Oc3ccccc3)cc2)S(C)(=O)=O)CC1	5.3%

# These rows are one share of the data; rates above refer to the full screens.
